ARNT TACC3 PPI – disruptors of ARNT/TACC3 protein interaction, primary screen, biochemical, AlphaScreen, single concentration | inhibition, % at 9.99 µM | 390,000 tested, 0.66% active | AID 623870, 2012 | Transforming acidic coiled-coil-containing protein 3 (Homo sapiens), Q9Y6A5 | AlphaScreen His-ARNT PAS-B/GST-TACC3 binding, luminescence; TACC3 fragment carries E629A point mutation;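 active = mean inhibition of replicates at least 50% and at least half of replicates each reaching 50%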;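 also: 0% = complete ARNT plus TACC3 wells and 100% = ARNT alone without TACC3; many hits fall short of the cut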
The depositor's hits bear a star. This is a subset (hit frequency here may not be typical).

Screening O=C(NCc1ccco1)c1c[nH]c2ccc(S(=O)(=O)N3CCOCC3)cc2c1=O returned ARNT TACC3 PPI 1.6.
Nc1nc(SCC(=O)N2N=C3/C(=C/c4ccco4)CCCC3C2c2ccco2)n[nH]1 (stereo unspecified) was read as ARNT TACC3 PPI -1.2.
Screening CN(CC(=O)Nc1ccccc1N1CCOCC1)S(=O)(=O)c1ccc(Cl)cc1 returned ARNT TACC3 PPI -0.4.
For N#CCN1CCN(CCC(=O)Nc2ccc(OCc3ccccc3)cc2)CC1 the results were ARNT TACC3 PPI -2.5.
For Cn1c(=O)c2c(nc(OC/C=C/c3ccccc3)n2C)n(C)c1=O the results were ARNT TACC3 PPI 5.0.
Screening COC(=O)c1cc(NC(=O)CN2CCOCC2)cc(C(=O)OC)c1 returned ARNT TACC3 PPI 5.9.
For CCOC(=O)C(=CNc1ccc(C)cc1C)C(=O)OCC the results were ARNT TACC3 PPI -8.0.
Cc1cccc(NC(=O)COc2ccccc2C(=O)NC(C)c2ccccc2)c1 (stereo unspecified) was read as ARNT TACC3 PPI -2.2.
`COc1ccc(Nc2nc(CC(C)=O)ns2)cc1` gave ARNT TACC3 PPI 3.3.
For O=C(CC1(O)C(=O)N(CCc2ccccc2)c2ccccc21)c1ccco1 (stereo unspecified) the results were ARNT TACC3 PPI -1.4.
For CC(C)(C)c1ccc(SCC(N)=O)cc1 the results were ARNT TACC3 PPI -6.9.
For COc1ccc(-c2cn3ccsc3n2)cc1 the results were ARNT TACC3 PPI 3.5.
For Cc1cc(Br)ccc1NC(=O)CCN1C(=O)c2ccncc2C1=O the results were ARNT TACC3 PPI -5.2.
For COC(=O)c1ccc(NC(=O)CN2C(=O)C3C4C=CC(C4)C3C2=O)cc1 (stereo unspecified) the results were ARNT TACC3 PPI 26.7.
COc1ccc(CNC(=O)CN(CC2CCCO2)C(=O)CNS(=O)(=O)c2ccccc2)cc1 (stereo unspecified) was read as ARNT TACC3 PPI -1.4.
`COc1ccc(S(=O)(=O)N2CCCCC2)cc1` gave ARNT TACC3 PPI 2.0.
COc1ccc(Cl)cc1C(=O)Nc1ccc(N(C)C(C)=O)cc1 was read as ARNT TACC3 PPI -2.9.
`Cc1cc(=O)n2nc(N3CCCC3C(=O)NCCCN3CCCCC3)sc2n1` (stereo unspecified) gave ARNT TACC3 PPI -1.8.
Cc1cc(C)n2c(SCC(=O)Nc3cc(C)on3)nnc2n1 was read as ARNT TACC3 PPI 2.6.
`COc1ccc2[nH]c3nc(SCc4nnc(-c5ccc(C)cc5)o4)nnc3c2c1` gave ARNT TACC3 PPI 4.7.
Cc1nn(-c2ccccc2)c2sc(C(=O)N(CC(=O)NC3CCCC3)Cc3ccco3)cc12 was read as ARNT TACC3 PPI -0.8.
`Cc1[nH]n(-c2cccc(Cl)c2)c(=O)c1C=NC12CN3CN(CN(C3)C1)C2` gave ARNT TACC3 PPI -2.1.
Screening O=C(NCCN1C(=O)S/C(=C\c2ccc(OC(F)F)cc2)C1=O)C1=COCCO1 returned ARNT TACC3 PPI -13.2.
`CCN(CC)S(=O)(=O)c1ccc(NS(=O)(=O)c2ccc(F)cc2)cc1` gave ARNT TACC3 PPI -1.9.
CCn1c(Cc2c(C)[nH]c3ccccc23)n[nH]c1=S was read as ARNT TACC3 PPI -3.3.
`CN(C)c1ccc(CNC(=O)C2CCN(S(=O)(=O)c3ccc4c(c3)CCC(=O)N4)CC2)cc1` gave ARNT TACC3 PPI -5.2.
CCNC(=O)c1cc2c(=O)n3cccc(C)c3nc2n(CCc2ccccc2)c1=N was read as ARNT TACC3 PPI 32.2.
O=C(c1nn2c(C(F)(F)F)cc(-c3ccco3)nc2c1Br)N1CCCc2ccccc21 was read as ARNT TACC3 PPI 5.6.
For CCCCc1cc(=O)oc2cc(OS(C)(=O)=O)ccc12 the results were ARNT TACC3 PPI -4.9.
Screening CC(C)c1ccc(-c2c(C#N)c(N)nc(SCC(=O)N3CCCCC3)c2C#N)cc1 returned ARNT TACC3 PPI -8.7.
For CCn1c(SCC(=O)NCc2ccc3c(c2)OCO3)nnc1-c1c[nH]c2ccccc12 the results were ARNT TACC3 PPI 1.7.
For O=C(Nc1ccc(N2CCCCC2)c(Cl)c1)c1ccc(N2CCOCC2)c([N+](=O)[O-])c1 the results were ARNT TACC3 PPI 5.6.
Screening Cc1cc(NC(=O)CSc2nc3ccccc3c(=O)n2CCCC(=O)NCc2ccccc2)n[nH]1 returned ARNT TACC3 PPI 2.6.
`CCOC(=O)c1c(C)[nH]c(C)c1C(=O)COC(=O)c1ccc(S(=O)(=O)N(CC)CC)cc1` gave ARNT TACC3 PPI 0.7.
`CCOCCCN1C(=O)C2C(C(=O)Nc3ccc(OCC)cc3)C3C=CC2(O3)C1C(=O)NC1CCCCC1` (stereo unspecified) gave ARNT TACC3 PPI -5.2.
For CCOC(=O)CCc1c(C)n(CC)c2cc(-c3ccccc3OC)nn2c1=O the results were ARNT TACC3 PPI 0.3.
`N#Cc1c(-c2ccc(Cl)cc2)n(O)c2ccccc12` gave ARNT TACC3 PPI 0.1.
Screening O=C(NCc1ccco1)c1sc(=S)n2c1[nH]c(=O)c1ccccc12 returned ARNT TACC3 PPI 2.7.
Screening Fc1cccc(-n2ncc(-c3nnnn3-c3ccccc3)c2C(F)(F)F)c1 returned ARNT TACC3 PPI -1.9.
Screening CCOc1cc(C(=O)N2CCCC2)cc(OCC)c1OCC returned ARNT TACC3 PPI 1.2.
C=CCn1c(CCC(=O)Nc2ccc(C)c(Cl)c2)nnc1SCC(=O)Nc1ccccc1C was read as ARNT TACC3 PPI -1.9.
CCOC(=O)c1sc2nc(CSc3nc4ccccc4n3CC)[nH]c(=O)c2c1C was read as ARNT TACC3 PPI -6.2.
Screening Cc1ccc(OCC(=O)Sc2ccc(C)cc2)cc1 returned ARNT TACC3 PPI -0.4.
`CC(=O)c1ccc(-n2nnnc2SCC(=O)N2CCN(C(=O)c3ccco3)CC2)cc1` gave ARNT TACC3 PPI -0.1.
For O=C(CSc1nc2nc(-c3cccs3)cc(C(F)(F)F)c2c(=O)[nH]1)NCc1ccco1 the results were ARNT TACC3 PPI 3.9.
O=C1NC(=O)C(Nc2cccc3ccccc23)S1 (stereo unspecified) was read as ARNT TACC3 PPI 10.3.
For FC(F)(F)c1ccc(N2CCN(c3ncnc4c3nnn4Cc3ccccc3Cl)CC2)cc1 the results were ARNT TACC3 PPI -9.6.
`COCC(=O)Nc1cc(OC)cc(OC)c1` gave ARNT TACC3 PPI -0.6.
CCCC(=O)C1=C(SCC)CC(C)(C)C(C(=O)OC)C1=O (stereo unspecified) was read as ARNT TACC3 PPI -4.3.
Screening CCN(CC)S(=O)(=O)c1ccc(C(=O)NC2=C(C(=O)OC)SCC2)cc1 returned ARNT TACC3 PPI 9.8.
Cc1ccc(-c2noc(CCC(=O)NCc3ccco3)n2)cc1 was read as ARNT TACC3 PPI -6.3.
For O=C(CN1C(=O)CSC1=O)Nc1ccc(C(=O)O)cc1 the results were ARNT TACC3 PPI -13.6.
For CCn1c(=N)n(CC(O)COc2cccc(C)c2)c2ccccc21 (stereo unspecified) the results were ARNT TACC3 PPI -0.6.
Screening CCN(CC(=O)NCc1ccc(F)cc1)CC(O)COCc1cccc(OC)c1 (stereo unspecified) returned ARNT TACC3 PPI -4.2.
`Cc1cc(NC(=O)C(C)C)ncc1NC(=O)c1cccc(F)c1` gave ARNT TACC3 PPI 3.9.
For CC(C)C1Cc2c(sc3c2c(=O)n(Cc2ccccc2)c2nncn32)CO1 (stereo unspecified) the results were ARNT TACC3 PPI 7.6.
`Nc1nc(SCc2c(F)cccc2Cl)[nH]c(=O)c1-c1ccccc1` gave ARNT TACC3 PPI -18.6.
For CCc1ccccc1N(C(=O)CCC(=O)Nc1cc(C)on1)C(C(=O)NC1CCCC1)c1ccco1 (stereo unspecified) the results were ARNT TACC3 PPI -7.0.
Screening CCOC(=O)N1CCC(NC(=O)c2cc(C(=O)Nc3ccc(OCC)cc3)ccc2CO)CC1 returned ARNT TACC3 PPI 1.4.
COc1cccc(-n2nnc3c(=O)n(Cc4ccc(F)cc4)cnc32)c1 was read as ARNT TACC3 PPI -7.7.

Overlap with the part before: two entries, followed by the next part.
Screening CCOC(=O)N1CCC(NC(=O)c2cc(C(=O)Nc3ccc(OCC)cc3)ccc2CO)CC1 returned ARNT TACC3 PPI 1.4.
COc1cccc(-n2nnc3c(=O)n(Cc4ccc(F)cc4)cnc32)c1 was read as ARNT TACC3 PPI -7.7.
`O=C(CSc1nnc(SCC(=O)c2ccco2)s1)c1ccco1` gave ARNT TACC3 PPI -0.3.
`Cc1cc2ncn(CCOc3ccccc3)c2cc1C` gave ARNT TACC3 PPI 2.3.
Cc1nnc(C)n1/N=C/c1ccccn1 was read as ARNT TACC3 PPI -3.5.
Screening CCOc1ccc(NS(=O)(=O)c2ccc(SC)cc2)cc1 returned ARNT TACC3 PPI -6.5.
CSc1ccc(S(=O)(=O)Nc2ccc(NC(C)=O)cc2)cc1 was read as ARNT TACC3 PPI -0.7.
`Cc1cc(N2CCN(Cc3ccccc3)CC2)n2nc(C)c(-c3ccccc3)c2n1` gave ARNT TACC3 PPI -3.6.
`CCCCC[C@H](O)/C=C/[C@@H]1[C@@H](C/C=C\CCCC(=O)OC)[C@@H](O)C[C@H]1O` gave ARNT TACC3 PPI -19.2.
Cc1cc(NC(=O)c2cnn3c(C(F)F)cc(-c4ccccc4)nc23)no1 was read as ARNT TACC3 PPI -1.5.
COC(=O)C1=C(N)Oc2cc(C)n(CCCn3ccnc3)c(=O)c2C1c1cccc(Cl)c1 (stereo unspecified) was read as ARNT TACC3 PPI -7.0.
For COc1cc(S(=O)(=O)Nc2ccccc2)ccc1NC=O the results were ARNT TACC3 PPI -8.3.
For Cc1c(Cl)ccc2c1NC(=O)C21NC(CCC(N)=O)[C@H]2C(=O)N(c3ccc(Cl)cc3)C(=O)[C@H]21 (stereo partly specified) the results were ARNT TACC3 PPI 11.8.
Cc1cc(=O)oc2cc(OCC(=O)Nc3nnc(CC(C)C)s3)ccc12 was read as ARNT TACC3 PPI -2.2.

Arranged by number of heavy atoms (rising): five of the compounds above
For CCCCc1cc(=O)oc2cc(OS(C)(=O)=O)ccc12 the results were ARNT TACC3 PPI -4.9.
For CCOC(=O)C(=CNc1ccc(C)cc1C)C(=O)OCC the results were ARNT TACC3 PPI -8.0.
Cc1cc(=O)oc2cc(OCC(=O)Nc3nnc(CC(C)C)s3)ccc12 was read as ARNT TACC3 PPI -2.2.
Screening CN(CC(=O)Nc1ccccc1N1CCOCC1)S(=O)(=O)c1ccc(Cl)cc1 returned ARNT TACC3 PPI -0.4.
For CCn1c(SCC(=O)NCc2ccc3c(c2)OCO3)nnc1-c1c[nH]c2ccccc12 the results were ARNT TACC3 PPI 1.7.

Continuation.
Screening CN(c1ncc(C(F)(F)F)cc1Cl)n1cc(C(N)=O)c2ccccc2c1=O returned ARNT TACC3 PPI -2.6.
`Clc1ccc(CO/N=C/c2c(-c3ccccc3)nc3n2CCS3)c(Cl)c1` gave ARNT TACC3 PPI 0.1.
For O=C(O)CCCC(=O)Nc1ccn(-c2ccccc2)n1 the results were ARNT TACC3 PPI -0.8.
Screening Cc1ccc(S(=O)(=O)N2CCN(C(=O)CSc3ncc(C(F)(F)F)cc3Cl)CC2)cc1 returned ARNT TACC3 PPI 0.8.
For COc1ccc(OCCOCCN2CCOCC2)cc1 the results were ARNT TACC3 PPI -4.8.
Screening O=C(c1ccc(Cl)cc1)C1CCN(C(=O)N2CCOCC2)CC1 returned ARNT TACC3 PPI 4.5.
`Oc1ccc(C(=S)N2CCCCCC2)cc1` gave ARNT TACC3 PPI 0.5.
For Cc1cc(=O)n2nc(N3CCCC(C(=O)N4CCN(C)CC4)C3)sc2n1 (stereo unspecified) the results were ARNT TACC3 PPI 0.7.
For COc1cccc(-n2c(SCC(=O)Nc3nccs3)nnc2-c2ccoc2C)c1 the results were ARNT TACC3 PPI -10.0.
For COCCn1c(N2CCN(c3ccc(OC)cc3)CC2)nc2c1c(=O)[nH]c(=O)n2C the results were ARNT TACC3 PPI -13.3.
O=C(NC1CC2CCC1C2)C1COc2ccccc2O1 (stereo unspecified) was read as ARNT TACC3 PPI -8.4.
CC(NC(=O)c1cccnc1)C(=O)N1CCCCC1 (stereo unspecified) was read as ARNT TACC3 PPI -4.2.

Among those listed so far, these have a cyano group.
For N#CCN1CCN(CCC(=O)Nc2ccc(OCc3ccccc3)cc2)CC1 the results were ARNT TACC3 PPI -2.5.
Screening CC(C)c1ccc(-c2c(C#N)c(N)nc(SCC(=O)N3CCCCC3)c2C#N)cc1 returned ARNT TACC3 PPI -8.7.
`N#Cc1c(-c2ccc(Cl)cc2)n(O)c2ccccc12` gave ARNT TACC3 PPI 0.1.

Next section
For CCCCN1C(=O)c2ccc(C(=O)Nc3cccnc3)cc2C1=O the results were ARNT TACC3 PPI 3.3.
COC(=O)c1sc(NC(=O)C2CCCCC2C(=O)O)c(C(=O)OC)c1C (stereo unspecified) was read as ARNT TACC3 PPI -3.9.
`COCC(C)NCc1ccc(C)cc1C` (stereo unspecified) gave ARNT TACC3 PPI 0.7.
Screening COc1ccc(C(=O)NCc2cccnc2)cc1OC returned ARNT TACC3 PPI 0.9.
Screening Cc1ccc(SC(c2ccc(C)cc2)C(Cn2cncn2)C(=O)c2ccccc2)cc1 (stereo unspecified) returned ARNT TACC3 PPI 7.2.
`O=C(Nc1nnc(-c2ccc(F)cc2)o1)c1ccc(S(=O)(=O)N2CCOCC2)cc1` gave ARNT TACC3 PPI 1.8.
For C=CCc1ccc(OCCCOc2ccc(C)c(C)c2)c(OC)c1 the results were ARNT TACC3 PPI -4.8.
For CCN(CC)C(=O)c1sc2nc(-c3ccc(OC)cc3)cn2c1C the results were ARNT TACC3 PPI -0.4.
`N#Cc1c(-n2cccc2/C=N/O)sc2c1CCCC2` gave ARNT TACC3 PPI 9.7.
For O=C(C[n+]1ccc(C(=O)N/N=C/c2ccc(Cl)cc2Cl)cc1)c1ccccc1 the results were ARNT TACC3 PPI 8.6.
Cc1ccc(C(=O)NCCCCNC(=O)c2ccc(C)o2)o1 was read as ARNT TACC3 PPI -2.8.

Screening data: PubChem BioAssay, Broad Institute
